ASAP1 GAP inh: inhibitors of human ASAP1 ArfGAP activity; Q9ULH1; ASAP1-stimulated ARF1 GTP hydrolysis, GDP FP detection; inhibition, % at 16.5 µM; hit rate 0.19% among 360,000; in the data active means inhibition above about 25%;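 further: 0% = vehicle with enzyme and substrate and 100% = no enzyme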
Target sequence (Q9ULH1 325-724 limits assumed): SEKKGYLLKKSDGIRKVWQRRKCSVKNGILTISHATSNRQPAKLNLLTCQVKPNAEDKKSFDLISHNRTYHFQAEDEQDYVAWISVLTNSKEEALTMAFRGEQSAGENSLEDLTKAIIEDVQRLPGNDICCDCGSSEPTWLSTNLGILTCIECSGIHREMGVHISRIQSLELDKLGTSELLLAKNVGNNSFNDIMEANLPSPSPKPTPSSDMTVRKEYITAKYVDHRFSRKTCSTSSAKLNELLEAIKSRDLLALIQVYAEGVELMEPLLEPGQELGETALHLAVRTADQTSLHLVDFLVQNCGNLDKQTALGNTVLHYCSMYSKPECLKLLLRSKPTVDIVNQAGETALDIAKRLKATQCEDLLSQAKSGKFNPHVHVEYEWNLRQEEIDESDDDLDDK
ADAM17 inh: inhibits human ADAM17; inhibition, % at 6.95 µM; hit rate 0.83% among 370,000; recombinant ADAM17, EDANS/DABCYL FRET peptide cleavage; P78536;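 active means inhibition above the mean of compounds lying between control limits plus 3 SD, set per campaign, cut at about 8.5% in these data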;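 further: 0% = DMSO-only wells as the low control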
DDE Tn6 FP inh: disrupts Tn6 cyclic peptide binding to fibrin D-Dimer-E complex; P02675; Fibrin DD(E) TRITC-Tn6 fluorescence polarization displacement; inhibition, % at 8.3 µM; hit rate 0.21% among 370,000; AID 720509;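 active means inhibition above a per-campaign cutoff: mean of compounds within control limits plus 3 SD, cut at about 15% in these data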;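 further: 0% = median of all compound wells on the plate and 100% = blocking peptide control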
UHRF1 binding: blocks human UHRF1 binding to methylated DNA; UHRF1 binding to methylated oligo, TR-FRET; inhibition, % at 4.4 µM; hit rate 0.75% among 370,000; AID 687016; in the data active means inhibition above about 21%;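 further: UHRF1 SRA domain binding a hemimethylated CpG hairpin DNA probe; 0% = median of test compound wells and 100% = reference inhibitor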
KLK7 zymogen act: activates the human kallikrein-7 zymogen | P49862 | purified proKLK7, EDANS-DABCYL substrate fluorescence; 100% is mature enzyme control, 0% vehicle | activation, % at 7 µM | hit rate 0.9% among 370,000 | AID 652039;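 active means activation above the mean of all tested compounds plus 3 SD, computed per campaign excluding outliers beyond control limits, cut at about 13% in these data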
Target sequence (P49862 whole entry, looked up): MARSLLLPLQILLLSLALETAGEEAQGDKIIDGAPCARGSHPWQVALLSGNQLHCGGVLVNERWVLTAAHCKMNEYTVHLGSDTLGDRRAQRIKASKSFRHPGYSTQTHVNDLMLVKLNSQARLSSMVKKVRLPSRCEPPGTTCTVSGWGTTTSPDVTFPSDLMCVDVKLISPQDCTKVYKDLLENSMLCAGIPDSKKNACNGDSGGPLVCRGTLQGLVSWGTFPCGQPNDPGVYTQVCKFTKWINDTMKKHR
PLC-beta3 inh: blocks human PLC-beta3 enzyme activity. inhibition, % at 12.2 µM. Q01970. hit rate 0.18% among 370,000. Purified PLC-beta3, fluorogenic substrate, fluorescence. AID 720704; in the data active means inhibition above about 11%;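 further: 0% = median of compound wells on plate and 100% = full blocker control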
MBD2 DNA inh: blocks human MBD2 binding to methylated DNA | hit rate 0.31% among 370,000 | Q9UBB5 | TR-FRET, MBD2 binding to methylated oligonucleotide | inhibition, % at 4.4 µM | AID 686964; in the data active means inhibition above about 13%
Tn7 DDE FP: DD(E)-Tn7 binding inhibition, primary FP screen | P02675 | FP displacement of FITC-Tn7 peptide from fibrin DD(E); 0% = median of compound wells per plate | inhibition, % at 8.3 µM | hit rate 0.13% among 370,000;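 active means inhibition above the mean of compounds falling within the control limits plus 3 SD of them, cut at about 14% in these data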;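 further: 0% = plate median of compound wells and 100% = 10 µM Aha-Tn7 peptide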
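Measure: % inhibition scaled between sample-field median and high-control FP; Test system: human fibrin DD(E); Quantity: 2 µM final DD(E) protein; Doses: one dose, 8.3 µM nominal; Schedule: compound with protein 10 min, then 3 h after probe, room temperature; Detection: fluorescence polarization; Medium: Tris buffer with calcium and detergent, pH 7.8.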
ARFGAP1 inhibitor: rat ARFGAP1 inhibition; inhibition, % at 16.5 µM; AID 651572; Arfgap1-stimulated ARF1 GTP hydrolysis, GDP FP detection; hit rate 0.26% among 360,000; Q62848;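 active means inhibition above a per-plate limit, mean inhibition of low control wells plus 3 SD, cut at about 25% in these data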;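 further: 0% = DMSO wells with enzyme and 100% = wells lacking Arfgap1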
Target sequence (Q62848 1-136 limits assumed): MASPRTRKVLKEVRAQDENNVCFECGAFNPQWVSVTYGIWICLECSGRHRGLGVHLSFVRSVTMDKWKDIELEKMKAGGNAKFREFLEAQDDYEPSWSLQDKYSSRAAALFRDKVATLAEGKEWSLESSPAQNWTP
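System: truncated rat Arfgap1 GAP domain / Medium: HEPES-based buffer, pH 7.5 / Also added: N-terminally truncated human ARF1-GTP substrate / Incubation: enzyme reaction 120 min at 25 °C after 20 min preincubation / Measured by: FP of antibody-bound GDP Alexa 633 tracer, ex 620/em 688 nm / Replicates: singlicate, each compound tested once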
PLC-gamma1 inh: inhibitors of human phospholipase C gamma1; purified PLC-gamma1, fluorogenic substrate, fluorescence; inhibition, % at 12.2 µM; hit rate 0.84% among 370,000; P19174; AID 720700; in the data active means inhibition above about 9.5%
An asterisk follows results filed as active.

How did NC(=O)c1ccsc1NC(=O)COC(=O)c1ccc(Cl)nc1 do in these assays?
ASAP1 GAP inh: -0.4; ADAM17 inh: -0.4; DDE Tn6 FP inh: 3.8; UHRF1 binding: -2.5; KLK7 zymogen act: 0.3; PLC-beta3 inh: -7.4; MBD2 DNA inh: 0.8; Tn7 DDE FP: -2.4; ARFGAP1 inhibitor: 7.4; PLC-gamma1 inh: -1.2

Results for CCC1CCCCN1S(=O)(=O)c1ccc([N+](=O)[O-])cc1 (configuration not stated) ?
ASAP1 GAP inh: 0.3; ADAM17 inh: -5.6; DDE Tn6 FP inh: 0.3; UHRF1 binding: 2.4; KLK7 zymogen act: 0.5; PLC-beta3 inh: -10.5; MBD2 DNA inh: 6.8; Tn7 DDE FP: 8.5; ARFGAP1 inhibitor: 10.7; PLC-gamma1 inh: -0.6

How did CCOC(=O)[C@]12CCCC=C1N(Cc1ccc3c(c1)OCO3)C(=O)[C@H](CC(=O)NCc1ccc(C)o1)C2 do in these assays?
ASAP1 GAP inh: -2.6; ADAM17 inh: -2.8; DDE Tn6 FP inh: 4.3; UHRF1 binding: 2.5; KLK7 zymogen act: 0.0; PLC-beta3 inh: 0.6; MBD2 DNA inh: -0.4; Tn7 DDE FP: 1.5; ARFGAP1 inhibitor: -1.8; PLC-gamma1 inh: 0.7

What do the screens show for `COc1cc(C)c(N)cc1C(C)C`?
ASAP1 GAP inh: -5.1; ADAM17 inh: -5.2; DDE Tn6 FP inh: -0.9; UHRF1 binding: 5.2; KLK7 zymogen act: 0.2; PLC-beta3 inh: -1.7; MBD2 DNA inh: 3.8; Tn7 DDE FP: 1.9; ARFGAP1 inhibitor: 1.4; PLC-gamma1 inh: -3.3

How did CCC(Sc1nc2ccsc2c(=O)n1Cc1ccc(C(=O)O)cc1)C(=O)Nc1cc(Cl)ccc1C (configuration not stated) do in these assays?
ASAP1 GAP inh: 11.4; ADAM17 inh: -4.5; DDE Tn6 FP inh: 0.2; UHRF1 binding: 1.6; KLK7 zymogen act: 0.0; PLC-beta3 inh: -2.4; MBD2 DNA inh: -4.1; Tn7 DDE FP: -2.2; ARFGAP1 inhibitor: 13.6; PLC-gamma1 inh: 0.6

How did CCC/C(O)=C1\C(=O)CC(C)(C)CC1=Nc1ccc(OC)cc1 do in these assays?
ASAP1 GAP inh: -10.3; ADAM17 inh: -0.6; DDE Tn6 FP inh: 4.6; UHRF1 binding: 0.0; KLK7 zymogen act: 0.1; PLC-beta3 inh: -5.6; MBD2 DNA inh: 0.4; Tn7 DDE FP: 1.1; ARFGAP1 inhibitor: 6.6; PLC-gamma1 inh: 2.6

Results for CC(NC(=O)NC1CCCCC1)C(c1cccs1)N1CCOCC1 (configuration not stated) ?
ASAP1 GAP inh: 1.6; ADAM17 inh: 0.9; DDE Tn6 FP inh: 1.2; UHRF1 binding: -0.8; KLK7 zymogen act: -0.5; PLC-beta3 inh: -1.8; MBD2 DNA inh: -4.5; Tn7 DDE FP: -9.3; ARFGAP1 inhibitor: 12.8; PLC-gamma1 inh: 2.5

Results for Cc1nnc(SCc2ccccc2Cl)n(N)c1=O ?
ASAP1 GAP inh: -3.9; ADAM17 inh: -2.2; DDE Tn6 FP inh: 0.9; UHRF1 binding: 0.0; KLK7 zymogen act: 0.1; PLC-beta3 inh: 4.8; MBD2 DNA inh: -2.5; Tn7 DDE FP: -2.6; ARFGAP1 inhibitor: 8.6; PLC-gamma1 inh: 1.0

Results for O=C(Oc1ccc([N+](=O)[O-])cc1)c1cccnc1 ?
ASAP1 GAP inh: 2.7; ADAM17 inh: -3.8; DDE Tn6 FP inh: -6.6; UHRF1 binding: 4.3; KLK7 zymogen act: -0.2; PLC-beta3 inh: -1.1; MBD2 DNA inh: 1.7; Tn7 DDE FP: 0.5; ARFGAP1 inhibitor: 10.6; PLC-gamma1 inh: 2.8

What do the screens show for `CCc1nc2ccc(C(=O)N(C)CCN(C)C)cn2c1N(C)CCC(C)C`?
ASAP1 GAP inh: 14.2; ADAM17 inh: -7.3; DDE Tn6 FP inh: -2.1; UHRF1 binding: -2.1; KLK7 zymogen act: 1.0; PLC-beta3 inh: -3.4; MBD2 DNA inh: 3.1; Tn7 DDE FP: 3.5; ARFGAP1 inhibitor: 3.5; PLC-gamma1 inh: 0.0

Results for CC1CC(=O)Nc2ccccc2N1C(=O)CN1C(=O)C(=O)N(C)C1=O (configuration not stated) ?
ASAP1 GAP inh: 0.3; ADAM17 inh: -2.7; DDE Tn6 FP inh: 11.6; UHRF1 binding: 3.2; KLK7 zymogen act: 0.7; PLC-beta3 inh: 0.3; MBD2 DNA inh: 1.8; Tn7 DDE FP: -5.0; ARFGAP1 inhibitor: -1.4; PLC-gamma1 inh: 3.2

How did CC1CCN(c2ccc3c(c2)S(=O)(=O)c2cccc(C(=O)O)c2C3=O)CC1 do in these assays?
ASAP1 GAP inh: 1.2; ADAM17 inh: -3.6; DDE Tn6 FP inh: -0.9; UHRF1 binding: -1.8; KLK7 zymogen act: -0.3; PLC-beta3 inh: -98.3; MBD2 DNA inh: -6.8; Tn7 DDE FP: -0.2; ARFGAP1 inhibitor: 6.6; PLC-gamma1 inh: -70.1

Results for O=C(Nc1ccc(F)cc1F)c1ccc(-n2cccn2)nc1 ?
ASAP1 GAP inh: -6.9; ADAM17 inh: -2.4; DDE Tn6 FP inh: 8.0; UHRF1 binding: -0.8; KLK7 zymogen act: 0.2; PLC-beta3 inh: -7.0; MBD2 DNA inh: 3.0; Tn7 DDE FP: -5.2; ARFGAP1 inhibitor: -0.6; PLC-gamma1 inh: 1.6

How did O=C(CN1C(=O)NC2(CCCCCC2)C1=O)Nc1ccc(Cl)cc1Cl do in these assays?
ASAP1 GAP inh: 9.9; ADAM17 inh: -2.5; DDE Tn6 FP inh: -5.8; UHRF1 binding: 0.2; KLK7 zymogen act: -0.4; PLC-beta3 inh: -3.1; MBD2 DNA inh: 0.4; Tn7 DDE FP: 0.8; ARFGAP1 inhibitor: -3.5; PLC-gamma1 inh: 3.2

How did COc1cc(S(=O)(=O)N(C)C)ccc1Br do in these assays?
ASAP1 GAP inh: 0.0; ADAM17 inh: -0.5; DDE Tn6 FP inh: 8.8; UHRF1 binding: -1.5; KLK7 zymogen act: -0.3; PLC-beta3 inh: 2.9; MBD2 DNA inh: -0.1; Tn7 DDE FP: 5.9; ARFGAP1 inhibitor: -3.4; PLC-gamma1 inh: -0.6

What do the screens show for `Cc1ccc(C(=O)OCC(=O)N2CCOCC2)c(C)c1`?
ASAP1 GAP inh: -9.3; ADAM17 inh: -2.0; DDE Tn6 FP inh: -1.2; UHRF1 binding: -2.1; KLK7 zymogen act: -0.4; PLC-beta3 inh: -2.6; MBD2 DNA inh: 0.0; Tn7 DDE FP: -7.0; ARFGAP1 inhibitor: 8.6; PLC-gamma1 inh: 1.1

How did CCCSCCCNC(=O)CC1Oc2ccccc2NC1=O (configuration not stated) do in these assays?
ASAP1 GAP inh: 4.2; ADAM17 inh: -1.6; DDE Tn6 FP inh: 6.2; UHRF1 binding: -0.4; KLK7 zymogen act: -0.2; PLC-beta3 inh: 3.6; MBD2 DNA inh: -3.4; Tn7 DDE FP: -8.6; ARFGAP1 inhibitor: -11.4; PLC-gamma1 inh: 3.0

Results for Cc1ccc(-c2noc(CCCOc3ccc(Cl)cc3Cl)n2)cc1 ?
ASAP1 GAP inh: 5.0; ADAM17 inh: 0.8; DDE Tn6 FP inh: -1.5; UHRF1 binding: 3.4; KLK7 zymogen act: 0.7; PLC-beta3 inh: 4.4; MBD2 DNA inh: -0.8; Tn7 DDE FP: -2.1; ARFGAP1 inhibitor: 9.4; PLC-gamma1 inh: 2.4

Results for C=CCn1c(COc2ccccc2)nnc1SCc1ccc(C#N)cc1 ?
ASAP1 GAP inh: 4.7; ADAM17 inh: -1.3; DDE Tn6 FP inh: 4.8; UHRF1 binding: 0.9; KLK7 zymogen act: 0.2; PLC-beta3 inh: 1.4; MBD2 DNA inh: 2.8; Tn7 DDE FP: -7.2; ARFGAP1 inhibitor: 5.9; PLC-gamma1 inh: 1.1

How did O=S(=O)(Nc1ccc(O)c2ncccc12)c1ccccc1F do in these assays?
ASAP1 GAP inh: -16.3; ADAM17 inh: -0.7; DDE Tn6 FP inh: -1.2; UHRF1 binding: -5.9; KLK7 zymogen act: -0.1; PLC-beta3 inh: -71.6; MBD2 DNA inh: -11.3; Tn7 DDE FP: -1.3; ARFGAP1 inhibitor: 2.9; PLC-gamma1 inh: -50.7

What do the screens show for `CC(CNC(=O)C1CCCCC1)NC(=O)C1CCCCC1` (configuration not stated)?
ASAP1 GAP inh: -1.6; ADAM17 inh: -2.6; DDE Tn6 FP inh: 8.8; UHRF1 binding: 2.0; KLK7 zymogen act: -0.4; PLC-beta3 inh: 0.8; MBD2 DNA inh: 3.4; Tn7 DDE FP: 7.1; ARFGAP1 inhibitor: -5.3; PLC-gamma1 inh: -1.2

How did CSCC[C@H](NC(=O)c1cccs1)c1nnc2ccccn12 do in these assays?
ASAP1 GAP inh: -7.0; ADAM17 inh: -5.6; DDE Tn6 FP inh: -0.1; UHRF1 binding: -1.2; KLK7 zymogen act: 0.5; PLC-beta3 inh: -6.4; MBD2 DNA inh: -1.6; Tn7 DDE FP: -1.6; ARFGAP1 inhibitor: 10.5; PLC-gamma1 inh: -3.0

How did CC(C)(C)NC(=O)NC(=O)COC(=O)CCC1CCCCC1 do in these assays?
ASAP1 GAP inh: -6.8; ADAM17 inh: 2.6; DDE Tn6 FP inh: 6.0; UHRF1 binding: -3.7; KLK7 zymogen act: -0.1; PLC-beta3 inh: 1.3; MBD2 DNA inh: 2.1; Tn7 DDE FP: 0.8; ARFGAP1 inhibitor: 12.8; PLC-gamma1 inh: 1.2

Results for S=C(Nc1ccccc1)N1CCCCCC1 ?
ASAP1 GAP inh: -1.6; ADAM17 inh: -3.7; DDE Tn6 FP inh: -1.3; UHRF1 binding: 0.8; KLK7 zymogen act: -0.1; PLC-beta3 inh: 1.3; MBD2 DNA inh: 1.9; Tn7 DDE FP: -1.5; ARFGAP1 inhibitor: -10.3; PLC-gamma1 inh: 1.4

Results for COc1ccc(OC)c(NC(=O)COc2ccc(Br)cc2)c1 ?
ASAP1 GAP inh: 0.3; ADAM17 inh: 1.2; DDE Tn6 FP inh: 5.2; UHRF1 binding: 1.7; KLK7 zymogen act: -0.6; PLC-beta3 inh: -2.4; MBD2 DNA inh: -1.6; Tn7 DDE FP: -0.7; ARFGAP1 inhibitor: 0.3; PLC-gamma1 inh: -1.7

How did CSc1ccc(Cn2nnc(C(=O)NCCc3ccc(Cl)cc3)c2N)cc1 do in these assays?
ASAP1 GAP inh: 0.5; ADAM17 inh: 2.1; DDE Tn6 FP inh: 4.0; UHRF1 binding: -0.8; KLK7 zymogen act: 0.4; PLC-beta3 inh: -3.3; MBD2 DNA inh: -2.3; Tn7 DDE FP: 1.9; ARFGAP1 inhibitor: 19.4; PLC-gamma1 inh: 2.2
